Screens (PubChem)
PAFAH1B2 FP inh = inhibitors of human PAFAH1B2; P68402; recombinant PAFAH1B2, FP-rhodamine activity probe, fluorescence polarization; inhibition, % at 3.39 µM; 340,000 compounds, 1.2% hits; AID 492953;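 active means inhibition above the mean of all tested compounds plus 3 SD, cut at about 24% in these data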;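 further: 0% = enzyme with DMSO and 100% = wells lacking PAFAH1B2; many of its hits are not listed in these tables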
Target sequence (P68402 whole entry, looked up): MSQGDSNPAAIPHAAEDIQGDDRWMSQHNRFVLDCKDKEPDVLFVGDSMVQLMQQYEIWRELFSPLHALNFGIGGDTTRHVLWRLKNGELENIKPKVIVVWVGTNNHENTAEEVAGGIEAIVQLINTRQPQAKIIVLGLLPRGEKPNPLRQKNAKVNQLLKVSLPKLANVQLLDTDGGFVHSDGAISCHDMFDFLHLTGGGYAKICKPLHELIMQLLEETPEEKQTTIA
PAFAH2 FP inh = PAFAH2 (human) inhibition; inhibition, % at 3.39 µM; 340,000 compounds, 0.99% hits; recombinant PAFAH2, FP-rhodamine activity probe, fluorescence polarization;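 active means inhibition above the mean over all tested compounds plus 3 SD, cut at about 30% in these data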;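 further: inhibitors block probe labeling of enzyme so polarization drops; 0% = enzyme with DMSO and 100% = wells lacking PAFAH2 protein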
PAD4 inh = PAD4 (human) enzyme inhibition; 330,000 compounds, 0.41% hits; Q9UM07; inhibition, % at 6.36 µM; recombinant PAD4, RCA probe fluorescence polarization;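 active means percent inhibition above a cutoff equal to the mean of all tested compounds plus 3 SD, cut at about 15% in these data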;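 further: 0% = PAD4 with RCA probe and DMSO and 100% = probe without PAD4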
Fam108B counter = blocks mouse Fam108B hydrolase in RBBP9 counter-screen | 300,000 compounds, 0.33% hits | recombinant Fam108B, FP-Rh probe fluorescence polarization | AID 1947 | inhibition, % at 9.51 µM;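 active means inhibition above the screen mean inhibition plus 3 SD, computed separately per campaign, cut at about 18% in these data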;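 further: inhibitors lower polarization as less probe binds the enzyme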
PAFAH1B3 FP inh = blocks human PAF acetylhydrolase 1B catalytic subunit 3 | Q15102 | recombinant PAFAH1B3, FP-rhodamine probe, fluorescence polarization | inhibition, % at 3.39 µM | 340,000 compounds, 0.28% hits;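 active means inhibition above the screen-wide average of all tested compounds plus 3 SD, cut at about 25% in these data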;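 further: 0% = enzyme with DMSO only and 100% = wells lacking PAFAH1B3 protein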
GSTO1 counter = blocks human GSTO1 in RBBP9 counter-screen; P78417; recombinant GSTO1, activity-based probe fluorescence polarization; inhibition, % at 5.96 µM; 300,000 compounds, 1.1% hits;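 active means inhibition above the campaign mean inhibition plus 3 SD, cut at about 35% in these data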;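 further: 0% = GSTO1-1 with DMSO and 100% = wells lacking GSTO1-1 enzyme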
Target sequence (P78417 whole entry, looked up): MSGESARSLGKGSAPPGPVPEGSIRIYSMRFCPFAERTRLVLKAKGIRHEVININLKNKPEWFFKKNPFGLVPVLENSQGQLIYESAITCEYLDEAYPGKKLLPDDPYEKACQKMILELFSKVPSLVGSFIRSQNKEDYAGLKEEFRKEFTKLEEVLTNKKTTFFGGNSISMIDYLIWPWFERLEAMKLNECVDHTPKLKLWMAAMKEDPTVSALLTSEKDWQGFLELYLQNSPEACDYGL
LYPLA1 counter = blocks human lysophospholipase 1, a PME1 counter-screen; recombinant LYPLA1, FP-Rh probe fluorescence polarization; O75608; inhibition, % at 5.9 µM; AID 2174; 320,000 compounds, 0.16% hits;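 active means inhibition above the mean of all tested compounds plus 3 SD, set per campaign, cut at about 14% in these data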;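 further: inhibitors block serine hydrolase probe labeling of LYPLA1 so polarization falls; 0% = enzyme with DMSO and 100% = wells lacking LYPLA1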
PME-1 primary = blocks human protein phosphatase methylesterase 1; Q9Y570; 320,000 compounds, 0.53% hits; recombinant PME-1, FP-Rh probe fluorescence polarization; inhibition, % at 5.9 µM;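 active means inhibition above the campaign mean of all compounds plus 3 SD, cut at about 26% in these data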;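 further: competitive labeling of PME-1 active site by serine hydrolase directed probe; 0% = PME-1 with DMSO and 100% = wells lacking PME-1 enzyme; inhibitors block probe labeling so polarization falls and inhibition rises; many of its hits are not listed in these tables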
Target sequence (Q9Y570 whole entry, looked up): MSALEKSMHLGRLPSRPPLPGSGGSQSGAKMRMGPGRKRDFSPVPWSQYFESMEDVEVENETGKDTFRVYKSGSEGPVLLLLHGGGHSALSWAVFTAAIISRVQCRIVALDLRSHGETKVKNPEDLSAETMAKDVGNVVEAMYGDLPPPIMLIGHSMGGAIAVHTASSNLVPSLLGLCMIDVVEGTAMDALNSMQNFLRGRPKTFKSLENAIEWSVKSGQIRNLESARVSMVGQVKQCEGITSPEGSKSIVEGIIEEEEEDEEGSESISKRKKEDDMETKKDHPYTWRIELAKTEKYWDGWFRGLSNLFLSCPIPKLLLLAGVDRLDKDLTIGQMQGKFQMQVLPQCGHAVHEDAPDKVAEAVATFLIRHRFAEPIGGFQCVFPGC
pPAFAH inh = inhibitors of human plasma PAF acetylhydrolase (pPAFAH); 330,000 compounds, 1.5% hits; Q13093; recombinant pPAFAH, FP-rhodamine probe fluorescence polarization; inhibition, % at 3.39 µM;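 active means inhibition above the mean inhibition across the screen plus 3 SD, cut at about 25% in these data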;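 further: inhibitors block binding of the rhodamine activity-based probe so polarization drops; 0% = enzyme with DMSO and 100% = wells lacking pPAFAH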
Starred values were filed as active, the others as inactive; x = not tested or not shown. A portion of the library; count on the stated rates, not on these rows.

SMILES	PAFAH1B2 FP inh	PAFAH2 FP inh	PAD4 inh	Fam108B counter	PAFAH1B3 FP inh	GSTO1 counter	LYPLA1 counter	PME-1 primary	pPAFAH inh
NS(=O)(=O)c1ccc(NC(=O)CSc2ncccn2)cc1	0	-4	4	1	3	6	2	2	0
COc1ccc(NC(=O)CC2C(=O)N(c3cccc(OC)c3)C(=O)N2C(C)C)cc1 (centres undefined)	3	-3	-2	1	-2	1	-1	-2	3
O=C(CCCOc1ccc(Cl)cc1Cl)Nc1ccccc1C(=O)O	5	3	-2	-2	-2	-22	0	1	-9
CCOc1ccccc1NC(=O)CCCNC(=O)Cn1cnc2sc(C)c(C)c2c1=O	1	-6	1	0	1	-9	0	3	-1
O=C(NCCCn1ccnc1)c1cc(Br)c(Br)s1	-2	-2	0	3	9	1	-3	2	0
Cc1nc(SCC(=O)N2CCOCC2)c2c3c(sc2n1)CCC3	7	7	-4	x	9	x	x	x	2
COC(=O)C1=C(C)N(C)C(=O)NC1c1cccc2ccccc12 (centres undefined)	5	3	2	-2	0	5	3	1	1
Cc1cc(C)c(NC(=O)Cn2c(=O)n(-c3ccc(CC(=O)NCC4CCCO4)cc3)c(=O)c3ccccc32)c(C)c1 (centres undefined)	3	1	-3	0	2	-2	1	0	7
O=S(=O)(NCC1COc2ccccc2O1)c1ccc2ccccc2c1 (centres undefined)	6	-1	-3	-6	4	0	-8	2	1
O=C1Cn2c(nc3ccccc32)N1c1cccc(C(F)(F)F)c1	6	-13	-6	-6	-2	-2	-5	-1	2
COc1cc(C(=O)NCc2cc3cc(Cl)ccc3n2C)cc(OC)c1OC	3	-4	0	0	3	2	-3	-1	9
O=c1c2ccccc2n2c(-c3cccc(Cl)c3)nnc2n1Cc1ccccc1	-2	2	-5	-1	-2	2	0	-4	0
O=C1CCCCCN1CP(=O)(O)CCc1ccccc1	0	6	4	3	-12	8	2	2	3
Cc1noc(C)c1NC(=O)Nc1ccc2c(c1)C(=O)N([C@H](C)CO)C[C@H](C)[C@@H](CN(C)C(=O)Nc1ccc(C(F)(F)F)cc1)O2	0	6	1	x	2	x	x	x	-10
O=C(CSc1nnc(NC(=O)C2CCC2)s1)Nc1ccccc1Br	5	0	-1	1	1	-1	2	-1	3
O=C(CNc1ccc(F)cc1Cl)Nc1cccc(S(=O)(=O)N2CCCCC2)c1	-1	-4	-1	x	3	x	-30	-21	-12
CC(C)CCNC(=O)c1nn(Cc2ccccc2)c(=O)c2ccccc12	4	-5	-3	1	4	-3	1	-2	-4
COc1ccc(-n2c(O)c(/C=N/NS(=O)(=O)c3ccc(C)cc3)c3ccccc3c2=O)cc1OC	-21	-51	-45	-53	-43	-32	-34	-59	-4
NC(=O)c1ccccc1NC(=O)CSC1=NCCS1	4	-3	3	-6	4	35	2	-1	-2
CC1(C)Cc2c(c(N3CCCC3)nc3sc(C(=O)Nc4ccccc4)c(N)c23)CO1	4	3	-1	2	-1	4	2	24	15
Cc1cc(=O)n2[nH]c(CCC(=O)O)nc2n1	-1	-1	-2	0	-3	0	-2	2	0
COc1ccc(C(=O)Nc2ccc(C(=O)N3CCOCC3)cc2)cc1OC	8	-5	1	2	0	6	5	0	2
O=C(/C=C/c1ccc([N+](=O)[O-])cc1)Nc1cccc(C(=O)Nc2ccccc2C(=O)O)c1	0	0	1	-5	16	-14	-7	-29	-6
O=C(Cc1cccc(C(F)(F)F)c1)NCC(c1ccco1)N1CCCCC1 (centres undefined)	9	-2	-2	-3	9	5	-1	3	2
CN(C)CCNc1nc2c(c(=O)[nH]c(=O)n2C)n1CCCc1ccccc1	1	-3	0	-5	2	0	2	7	7
(continued)
SMILES	PAFAH1B2 FP inh	PAFAH2 FP inh	PAD4 inh	Fam108B counter	PAFAH1B3 FP inh	GSTO1 counter	LYPLA1 counter	PME-1 primary	pPAFAH inh
CC(C)(C)C(=O)Nc1c2c(nn1-c1ccc(F)cc1)CSC2	2	-5	-2	7	6	3	2	0	3
CCOC(=O)C1CCCN(C2CC(=O)N(c3ccc(C)cc3)C2=O)C1 (centres undefined)	5	-3	0	0	3	5	-1	0	5
COc1ccc([N+](=O)[O-])cc1N(CC(=O)N1CCCC1)S(C)(=O)=O	3	4	-5	-1	0	4	2	1	1
Cc1ccsc1CN(C)C(=O)CCc1nnc(COc2ccccc2)o1	-1	4	1	0	-3	11	-1	4	-3
COc1ccc(-c2cc(C(=O)N3CCCCCC3)c3cc(C)ccc3n2)cc1	2	9	4	0	-1	3	-5	-5	0
O=C(NCc1cccnc1)c1ccc(Cl)c(Cl)c1	1	-1	-5	-2	3	-46	-3	-6	2
CCn1c(C(C)NC(=O)c2cccs2)nc2ccccc21 (centres undefined)	7	7	-3	-1	8	3	-2	3	-3
O=C(Nc1ccc(N2CCOCC2)c(F)c1)c1cccs1	-3	4	2	0	8	0	-2	-1	2
CC(C)NC(=O)c1cccc(Cn2cc(Cl)cn2)c1	8	0	4	-3	10	-3	1	-1	1
Cc1cc(-c2csc(N)n2)c(C)n1CCC(C)C	1	-11	-5	-1	10	2	-2	0	17
CC(C)CNc1oc(-c2ccc(F)cc2)nc1C#N	8	-3	2	-2	6	0	-6	0	6
c1ccc(-c2cc3n(c2)CCc2ccccc2-3)cc1	1	0	-3	2	-3	10	6	-5	1
O=C(CN(C(=O)c1ccccc1)N1C(=O)CCC1=O)c1cccs1	-2	4	6	0	6	1	1	-1	4
Cc1cc(C)c(OCC(=O)OCC(=O)N2CCN(C(=O)c3ccco3)CC2)c(C)c1	1	1	-1	0	6	8	1	-3	-5
CCCCOc1ccc(-c2nnn(CC(=O)NCc3ccco3)n2)cc1	0	-5	-4	-5	-13	-4	1	1	-1
COc1cc2c(cc1OC)C(NNC(=O)c1ccc(Br)o1)=NC(C)(C)C2	-1	3	6	0	2	-8	2	-4	1
O=S(=O)(c1ccc(F)cc1)N1CCN(c2nc(-c3cccnc3)nc3ccccc23)CC1	-1	2	-1	x	8	x	-5	1	1
O=c1c([N+](=O)[O-])cccn1Cc1ccc(F)cc1Cl	-1	-7	2	3	2	12	3	-3	4
CC(C)Oc1ccc(NC(=O)C2CCCNC2=O)cc1 (centres undefined)	2	-8	6	-1	7	5	-1	-6	-1
C=CCNC(=S)NCc1ccccc1	4	-1	1	0	11	-1	0	3	1
C=C(C)C(=O)Nc1cccc(C2=NOC3(C2)C[C@@H](C(N)=O)N(C(=O)c2ccc(OC)cc2)C3)c1 (some centres undefined)	-3	-3	1	-6	-25	2	-3	-9	-5
Cc1ccc(-c2nnn(CCOc3cccc(Br)c3)n2)cc1	0	6	1	2	7	11	-4	-9	-4
COC(=O)C1=C(C)N(Cc2ccccc2)C(=NCc2ccc(OC)cc2)N[C@H]1c1cccc(F)c1	4	-3	-8	2	9	9	-1	2	-9
CCCNC(=O)c1ccc(Cn2cc(C(F)(F)F)ccc2=O)cc1	3	3	0	0	3	5	-1	4	1
CCc1cc(=O)oc2cc(C)cc(OCC(=O)NCc3cccnc3)c12	1	6	4	1	2	1	-4	-11	8

Five compounds already listed, ordered by heavy-atom count, smallest number first.
SMILES	PAFAH1B2 FP inh	PAFAH2 FP inh	PAD4 inh	Fam108B counter	PAFAH1B3 FP inh	GSTO1 counter	LYPLA1 counter	PME-1 primary	pPAFAH inh
Cc1cc(-c2csc(N)n2)c(C)n1CCC(C)C	1	-11	-5	-1	10	2	-2	0	17
c1ccc(-c2cc3n(c2)CCc2ccccc2-3)cc1	1	0	-3	2	-3	10	6	-5	1
Cc1ccc(-c2nnn(CCOc3cccc(Br)c3)n2)cc1	0	6	1	2	7	11	-4	-9	-4
COc1cc2c(cc1OC)C(NNC(=O)c1ccc(Br)o1)=NC(C)(C)C2	-1	3	6	0	2	-8	2	-4	1
Cc1cc(C)c(OCC(=O)OCC(=O)N2CCN(C(=O)c3ccco3)CC2)c(C)c1	1	1	-1	0	6	8	1	-3	-5

Returning to the listing; the 3 compounds before the break are reprinted first.
SMILES	PAFAH1B2 FP inh	PAFAH2 FP inh	PAD4 inh	Fam108B counter	PAFAH1B3 FP inh	GSTO1 counter	LYPLA1 counter	PME-1 primary	pPAFAH inh
COC(=O)C1=C(C)N(Cc2ccccc2)C(=NCc2ccc(OC)cc2)N[C@H]1c1cccc(F)c1	4	-3	-8	2	9	9	-1	2	-9
CCCNC(=O)c1ccc(Cn2cc(C(F)(F)F)ccc2=O)cc1	3	3	0	0	3	5	-1	4	1
CCc1cc(=O)oc2cc(C)cc(OCC(=O)NCc3cccnc3)c12	1	6	4	1	2	1	-4	-11	8
O=C(N/N=C/c1ccc(O)cc1)c1nc(-c2ccccc2)n(-c2ccccc2)n1	3	7	-1	2	10	0	-2	-1	4
O=C(CN1CCC(n2nnc3ccccc32)CC1)Nc1ccc2c(c1)CCC2	6	4	-5	0	8	0	9	11	7
COc1ccc(S(=O)(=O)N2CCN(C(=O)c3oc4ccccc4c3C)CC2)cc1	-3	6	5	-5	-1	6	-1	0	4
Cc1cc(Br)ccc1OCCOCCN1CCCC1	6	-34	4	1	2	4	-2	6	1
COc1ccc(N2CCN(C(=O)CCn3nnc4ccccc43)CC2)cc1	-2	1	0	-2	4	-1	0	1	6
Cc1sc2nc(CN3CCOCC3)nc(N3CCN(S(=O)(=O)c4ccccc4)CC3)c2c1C	-2	2	1	x	4	x	1	10	6
Cc1sc2ncnc(NCC(O)c3ccc([N+](=O)[O-])cc3)c2c1C (centres undefined)	3	3	-3	1	4	0	0	2	2
CN1CCN(c2oc(-c3ccc([N+](=O)[O-])cc3)nc2C#N)CC1	-5	6	-1	1	3	-6	0	0	-2
COC(=O)C1=C(C)NC(=O)NC1c1ccc(N2CCC(c3ccccc3)=N2)cc1 (centres undefined)	3	-2	-3	2	2	-3	0	1	4
COc1ccc(NS(=O)(=O)c2cccc(C(=O)OCC(=O)c3c(N)n(C)c(=O)n(C)c3=O)c2)cc1	2	9	-7	x	2	x	x	x	29*
N#Cc1c(-c2ccccc2)nc(-c2ccncc2)[nH]c1=O	1	7	-5	0	11	1	-6	2	-6
Nc1nccnc1C(=O)OCC(=O)NNC(=O)c1ccccc1	7	10	-1	-1	5	0	1	-6	6
O=C(Nc1ccc(OC(F)(F)F)cc1)C1CCCN(S(=O)(=O)c2cccnc2)C1 (centres undefined)	3	3	5	-1	8	-1	-4	-2	9
COC(=O)c1ccc(NC(=S)NC(=O)c2c(-c3ccccc3)noc2C)cc1	1	-3	-3	2	4	4	-8	8	2

A second format for some results above.
CC(C)NC(=O)c1cccc(Cn2cc(Cl)cn2)c1
  PAFAH1B2 FP inh: 8
  PAFAH2 FP inh: 0
  PAD4 inh: 4
  Fam108B counter: -3
  PAFAH1B3 FP inh: 10
  GSTO1 counter: -3
  LYPLA1 counter: 1
  PME-1 primary: -1
  pPAFAH inh: 1

Cc1cc(-c2csc(N)n2)c(C)n1CCC(C)C
  PAFAH1B2 FP inh: 1
  PAFAH2 FP inh: -11
  PAD4 inh: -5
  Fam108B counter: -1
  PAFAH1B3 FP inh: 10
  GSTO1 counter: 2
  LYPLA1 counter: -2
  PME-1 primary: 0
  pPAFAH inh: 17

Marked active in pPAFAH inh, among the entries above:
Structure	PAFAH1B2 FP inh	PAFAH2 FP inh	PAD4 inh	PAFAH1B3 FP inh	PME-1 primary	pPAFAH inh
COc1ccc(NS(=O)(=O)c2cccc(C(=O)OCC(=O)c3c(N)n(C)c(=O)n(C)c3=O)c2)cc1	2	9	-7	2	x	29*
